Bioassay records deposited in PubChem BioAssay by Broad Institute.
FN deposition inh: fibronectin deposition inhibition; AH1F fibroblasts, Alexa488-fibronectin deposition fluorescence, overnight; inhibition, % at 12.6 µM; 350,000 compounds, 0.086% hits; AID 743247;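 active = mean inhibition across replicates of 30% or more, regardless of how many single replicates reach that level; inconclusive = mean under 30% yet at least half of replicates reach 30%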;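 note: positive control wells lacked labelled fibronectin entirely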
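Assay system: AH1F fibroblasts assembling fluorescent fibronectin matrix; Amount: 10000 AH1F cells per well; Buffer or medium: DMEM, 2% serum; Probe or stimulus: Alexa488-fibronectin, 24 nM final in well; Doses: single compound dose, delivered by pin transfer; Incubation: 1 h adhesion, overnight exposure; Measured by: fluorescence 485/525 nm; Read-out: fibronectin deposition inhibition.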
GSIS activator: GLuc luminescence reporter in INS-1E cells, primary screen for activators of glucose-dependent secretion of insulin; INS-1E GLuc reporter insulin secretion, 2-3 h; activation, % at 16.6 µM; 370,000 compounds, 0.61% hits;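 active = lowest replicate activation of at least 40%, so every replicate reaches that level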;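 note: 0% = median of neutral control wells and 100% = median of IBMX positive control wells; some compounds called inactive have numbers as strong as hits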
PAX8 reporter: PAX8 transcriptional activity inhibition; RMG-I TPO-luciferase reporter, SteadyGlo, 24 h; AID 652154; inhibition, % at 12.6 µM; 360,000 compounds, 1.2% hits;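 active = mean replicate inhibition at least 60% with every replicate also reaching 60%; inconclusive = only one of the two criteria is met; inactive = mean below 60% and not all replicates reaching 60%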;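 note: luciferase light reporting Pax8 driven TPO promoter activity; plate controls were median of neutral control wells for no effect and mitoxantrone controls for full effect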
DENV2 CPE rescue: inhibitors of DENV2 cytopathic effect; AID 651640; CPE inhibition, % at 9.99 µM; DENV2-infected cells, cytopathic effect rescue, plate reader; 350,000 compounds, 1.7% hits; in the data active = CPE inhibition above about 20%, passing the limit was not always enough; inconclusive = no clear call, values can overlap the other calls; tested in BHK-21 cells;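 note: 0% = median of neutral control wells and 100% = median of positive control wells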
F508del corr: CFTR F508del correction in bronchial cells; 350,000 compounds, 0.36% hits; activity (quench increase), % at 7.58 µM; CFBE cells, YFP halide quenching; stimulated with forskolin plus potentiator P3; % fluorescence drop versus neutral controls;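 active = mean added fluorescence quench of at least 8% versus neutral control, with both replicates also reaching 8%; inconclusive = only one of the mean or replicate conditions met; inactive = mean below 8% and not both replicates reaching 8%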;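 note: cells transiently co-express mutant CFTR-F508del with the halide-sensitive YFP; corrector assay measuring rescue of mutant channel to the surface after 24 h compound exposure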
EWS-Fli block: EWS/Fli transcriptional activity inhibition; AID 651661; inhibition, % at 12.6 µM; 350,000 compounds, 0.67% hits; A673 NR0B1-luciferase reporter, viability-normalised;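 active = mean inhibition of at least 50% after viability correction, with every replicate also passing that limit; inconclusive = mean reaches 50% but only one of two replicates passes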;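 note: firefly luciferase signal divided by Alamar Blue viability fluorescence both relative to DMSO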
miR-122 sensor: blocks miR-122 activity in Huh7 sensor cells; Huh7 miR-122 Renilla luciferase sensor, 48 h; neutral wells = 0, positive control = 100; activation (reporter increase), % at 12.5 µM; 340,000 compounds, 0.3% hits;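 active = mean replicate activation score at least 90 and every replicate individually at or above 90; inconclusive = only one of the two criteria met; inactive = neither criterion met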;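 note: higher luciferase means less miR-122 activity so hits act as miR-122 inhibitors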
* hit, by the source's call; ? = inconclusive; / = no result given; & = joins results of further samples; [ ] = remark or other dose.

SMILES	FN deposition inh	GSIS activator	PAX8 reporter	DENV2 CPE rescue	F508del corr	EWS-Fli block	miR-122 sensor
C[C@@H]1CCCCO[C@@H](CN(C)C(=O)NC2CCCCC2)[C@H](C)CN([C@H](C)CO)C(=O)c2cc(NC(=O)Nc3ccc(F)cc3)ccc2O1	2	-23	74*	-5	2.9	10	-18[16.7 µM]
O=C1Nc2c(c(=O)[nH]c(=O)n2-c2ccc(F)cc2)C1(NS(=O)(=O)c1ccccc1)C(F)(F)F (configuration not stated)	-6	26	14	5	1.5	9	-5
CC(C)Nc1ncnc2c1ncn2[C@H]1CN(CCN2CCOCC2)C[C@@H](CO)O1	3	-3	10	0	-1.6	2	-10
O=C(NCc1ccccn1)C(=O)NCC1OCCN1S(=O)(=O)c1ccc(Cl)cc1 (configuration not stated)	-7	3	0	2	-0.3	1	-6
Cc1ccccc1Nc1nc(N)nc(CCl)n1	27	/	102*	-4	-4.9	61*	/
O=C(Oc1ccc(C(=S)N2CCOCC2)cc1Br)c1ccccc1F	3	-1	7	/	/	/	3
COc1cccc(NS(=O)(=O)c2ccc3c(c2)NC(=O)C(C)C(=O)N3)c1 (configuration not stated)	15	20	-2	-6	2.3	1	4
COc1cccc(NC(=O)N2[C@@H](CO)[C@H](c3ccccc3)[C@@H]2CNC(C)C)c1	11	-25	19	-2	-1.6	9	6[16.7 µM]
Cc1ccc(/C=N/NC(=O)c2ccc(Br)o2)s1	-8	8	-133	/	/	/	/
O=C(c1c(F)cccc1F)N1CCCC1	-1	5	-1	0	-0.8	-13	/
Cc1cccc(CN2CCC(C(=O)Nc3cccc(-c4cccc(F)c4)c3)CC2)n1	-2	-44	28	4	2.1	/	-10
COc1ccc(S(=O)(=O)N(C)C[C@@H]2Oc3ccc(NC(=O)Cn4cnnn4)cc3CC(=O)N([C@H](C)CO)C[C@H]2C)cc1	/	4	/	12	0.2	-4	-5[16.7 µM]
O=S(=O)(c1ccc(-n2cnnn2)cc1)N1CCNCC1	6	8	15	0	-0.7	-4	/
Cc1ccc(CNC(=O)CCc2nnc3ccc(NCCCN4CCCC4=O)nn23)cc1	0	-6	9	0	-0.2	-3	-1
O=C(NC1CCCCC1)c1cccc2c1C(=O)c1ccc(N3CCC(Cc4ccccc4)CC3)cc1S2(=O)=O	-7	-3	7	5	0.4	2	-2
Cc1[nH]c2ccccc2c1NC(=O)CN1CCN(C(=O)c2ccco2)CC1	-2	-5	17	1	-0.8	5	-2
CN(C)C(=S)c1ccc(N(C)C)cc1	-1	-3	8	1	-0.5	-2	0
COc1cccc(S(=O)(=O)N(C)C[C@H]2OCc3ccccc3-c3c(n(C)c4ccccc34)C(=O)N([C@@H](C)CO)C[C@H]2C)c1	-7	2	86*	1	7.4	25	/
COc1ccc(SCCc2nnc(-c3ccccc3)o2)cc1	-8	-22	-17	-4	5.6	6	-4
O=C(COc1ccc(S(=O)(=O)N2CCCC2)cc1)NCCC1=CCCCC1	/	-31	/	-2	-2.1	4	8
CN(C)C(CNC(=O)c1ccc(S(=O)(=O)N(C)C)cc1)Cc1ccccc1 (configuration not stated)	/	-5	17	-2	-2.7	-6	/
CC(C)OC(=O)C1C2C=CC3(CN(C(C)c4ccc(Br)cc4)C(=O)C13)O2 (configuration not stated)	3	0	1	-1	3.6	-9	-9
Cc1ccc(S(=O)(=O)N2CCC(C(=O)N3CCC[C@H]3C(=O)NCc3ccccc3)CC2)cc1	11	/	18	/	/	/	-24
COc1cccc(-c2cnc3c(c2)C(=O)N([C@H](C)CO)C[C@H](C)[C@H](CN(C)Cc2cccc(C)c2)O3)c1	-6	-24	5	-8	1.1	10	-5[16.7 µM]
COc1ccc(-c2nc3ncnn3cc2C)cc1F	-3	8	-14	-5	-3.9	-1	-3
Continuation:
SMILES	FN deposition inh	GSIS activator	PAX8 reporter	DENV2 CPE rescue	F508del corr	EWS-Fli block	miR-122 sensor
Cn1cc(CN2CCC(C(=O)Nc3cccc(-c4cscn4)c3)CC2)cn1	-2	3	-7	0	3.1	5	-7
CCC(=O)N1[C@H](CNC(=O)COC)[C@@H](c2ccc(-c3ccccc3)cc2)[C@@H]1CO	8	1	-8	8	-3.0	5	7[16.7 µM]
Cc1cc(C)n(-c2ccc(C(=O)OCC(=O)Nc3ccc(S(=O)(=O)N4CCOCC4)cc3)cc2)n1	-2	11	-5	/	/	/	-6
Cc1ccc(NC(=O)CS(=O)CC(=O)NC(C)CCc2ccco2)cc1Cl (configuration not stated)	5	-10	/	/	/	/	2
COCC(=O)Nc1ccc2c(c1)OC[C@H](C)N(C(=O)C1CCCC1)C[C@@H](C)[C@H](OC)CN(C)C2=O	-5	0	10	/	-1.1	-6	-7[16.7 µM]
COc1ccc(C=NCC2COc3ccccc3O2)cc1OC (configuration not stated)	1	2	/	0	-0.5	0	-3
CC(=O)Nc1ccc(S(=O)(=O)NC(CC(=O)O)c2ccc(OC(C)C)cc2)cc1 (configuration not stated)	-7	/	8	/	/	/	3
CCS(=O)(=O)N(C)C[C@@H]1OCc2ccccc2-c2c(n(C)c3ccccc23)C(=O)N([C@H](C)CO)C[C@@H]1C	-5&-2	-19&5	0	0&6	1.5&6.6	-2&4	/
COc1ccc(CC(=O)O/N=C(\N)Cc2cccc3ccccc23)cc1	/	-2	25	-5	-4.8	17	/
COc1ccc(NC(=O)N[C@H]2CC[C@@H](CCn3cc(-c4ccc(OC)cc4)nn3)O[C@H]2CO)cc1	-7	-1	7	-2	2.4	11	/
O=C(c1cc2ccccc2oc1=O)N(Cc1ccc(F)cc1)C1CCS(=O)(=O)C1 (configuration not stated)	-8	-17	-83	-5	-0.5	-109	-1
CO[C@H]1CN(C)C(=O)c2cc(NC(=O)C3CC3)ccc2OC[C@@H](C)N(Cc2cccnc2)C[C@H]1C	-10	10	15	?	-1.8	-3	5[16.7 µM]
CCCCCCN1CC(O)=C(c2nc3ccccc3[nH]2)C1=N	/	2	/	1	2.4	-38	/
NC(=O)c1ccccc1OCC(=O)N1CCCC1c1ccc2c(c1)OCCCO2 (configuration not stated)	1	15	2	-2	0.3	1	-8
Cc1ccnc(NC(=O)c2ccc(S(=O)(=O)N3CCCCCC3)cc2)c1	-1	1	-146	?	-1.0	-32	/
CC(=O)N(C)C[C@H]1[C@H](c2ccc(-c3cccc(C#N)c3)cc2)[C@@H](CO)N1C(C)=O	-11	4	1	1	-0.8	-6	-25[16.7 µM]
COCC(=O)N(C)C[C@@H]1Oc2ncc(C#CCC3CCCC3)cc2C(=O)N([C@@H](C)CO)C[C@H]1C	2	-14	/	-8	-0.9	-6	14[16.7 µM]
O=C1c2ccc3c4c(ccc(c24)C(=O)N1c1cccc(O)c1)CC3	-7	1	-1	7	0.2	-3	-8
COC(=O)c1ccc2[nH]c3c(c2c1)CC(C)CC3 (configuration not stated)	-4	3	-34	1	-1.3	-10	14
ON=C1c2ccccc2-c2cc(Br)ccc21	13	/	7	-3	-1.6	1	/
COc1ccc(CNCc2ccncc2)c(OC)c1	0	10	-1	2	3.1	6	-8
C[C@H]1CN([C@@H](C)CO)C(=O)c2cc(NC(=O)NC3CCCCC3)ccc2O[C@@H]1CN(C)C(=O)Nc1ccc(F)cc1	10	20	-7	4	4.8	-8	4[16.7 µM]
Cn1c(=O)c2c(-c3ccccc3)n(-c3ccccc3S)cc2n(C)c1=O	3	-1	2	19	3.9	-4	-2
COc1ccc(-c2coc3cc(O[C@@H]4O[C@H](CO)[C@@H](O)[C@H](O)[C@H]4O)c(OC)cc3c2=O)cc1	3	4	-89	7	3.0	-76	-3
O=C(O)C1C(C(=O)O)C1(c1ccccc1)c1ccccc1 (configuration not stated)	0	5	13	5	-1.6	4	/
Next section
SMILES	FN deposition inh	GSIS activator	PAX8 reporter	DENV2 CPE rescue	F508del corr	EWS-Fli block	miR-122 sensor
COc1cccc(C(=O)Nc2ccc3c(c2)OC[C@@H](C)NC[C@H](C)[C@@H](OC)CN(C)C3=O)c1	9	-5	/	1	4.0	5	2[16.7 µM]
C[C@@H]1CN([C@@H](C)CO)C(=O)Cc2cc(NS(C)(=O)=O)ccc2O[C@H]1CN(C)S(=O)(=O)c1cn(C)cn1	/	13	-32	-4	2.0	-5	4[16.7 µM]
COCCNC(=O)C1(C)CCN(C(=O)Cc2ccc(OC)c(OC)c2)C1 (configuration not stated)	3	8	30	22*	-3.0	-1	4
C/C=C/c1ccc([C@H]2[C@@H](C#N)N(c3ncc(CC)s3)[C@@H]2CO)cc1	-12	-5	2	-25	0.2	9	/
COc1cc(NC(=O)C2CCN(S(=O)(=O)c3ccc(Cl)cc3)CC2)ccc1-n1cnnn1	-9	109	/	/	/	/	-6
Cc1cc2oc(=O)cc(CN3CCOCC3)c2cc1C(C)C	11	10	24	-6	0.3	19	-5
CC1=NNC(=O)C1CCC(=O)N/N=C(\C)c1ccccc1 (configuration not stated)	-15	16	-8	16	0.8	-1	/
CN(C)CC(=O)Nc1ccc2c(c1)[C@H]1C[C@H](CC(=O)N3CCc4ccccc4C3)O[C@@H](CO)[C@H]1O2	18	-9	2	-2	0.7	-5	-3[16.7 µM]
O=C(CSc1nc2ccccc2o1)N/N=C/c1ccc(O)c(O)c1	15	5	-19	1	0.4	-8	-1
CCN(CC)CCCNC(=O)Cn1cnc2sc(C)c(S(=O)(=O)N3CCN(c4ncccn4)CC3)c2c1=O	-15	10	0	-3	0.2	6	-2
C[C@@H]1CCCCO[C@H](CN(C)C(=O)Cc2ccccc2)[C@H](C)CN([C@@H](C)CO)C(=O)c2cc(NS(=O)(=O)c3ccc(F)cc3)ccc2O1	/	-21	2	-11	1.4	-2	-4[16.7 µM]
CC(C)c1ccc(OCC(=O)NC(Cc2c[nH]c3ccccc23)C(=O)O)cc1 (configuration not stated)	2	-1	7	-6	1.6	2	-3
Cc1c(NC(=O)c2noc(C(C)C)c2[N+](=O)[O-])c(=O)n(-c2ccccc2)n1C	-11	/	-10	?	-3.2	-5	-4
C[C@H](CO)N1C[C@H](C)[C@H](CN(C)S(=O)(=O)c2cccc(F)c2)Oc2ncc(C#CC3CC3)cc2C1=O	/	-8	/	-12	-2.8	-1	30[16.7 µM]
COc1ccc(/C=C2\SC(=S)N(CCCC(=O)Nc3ccccn3)C2=O)cc1OC	-4	-11	42	/	/	/	/
Nc1nc(CN2CCCCCC2)nc(Nc2ccccc2)n1	3	/	-17	/	/	/	1
O=C(NCc1ccncc1)C(=O)NCC1OCCN1S(=O)(=O)c1ccc(Br)cc1 (configuration not stated)	1	17	-5	-11	-1.7	3	-2
CS(=O)Cc1cc(Oc2ccccc2)nc(-c2ccncc2)n1 (configuration not stated)	4	5	0	2	1.0	0	-1
CCCCc1ccc(/C(C)=N/NC(=O)C2CCCC2)cc1	17	0	/	-5	0.2	-10	7
COc1ccc(/C=N/N(c2ccccc2)c2ccccc2)cc1O	/	5	-1	5	1.9	4	-1

Profiles from above. Order of values: FN deposition inh, GSIS activator, PAX8 reporter, DENV2 CPE rescue, F508del corr, EWS-Fli block, miR-122 sensor
`C[C@@H]1CN([C@@H](C)CO)C(=O)Cc2cc(NS(C)(=O)=O)ccc2O[C@H]1CN(C)S(=O)(=O)c1cn(C)cn1` across the screens: /, 13, -32, -4, 2.0, -5, 4[16.7 µM]
`CC(=O)N(C)C[C@H]1[C@H](c2ccc(-c3cccc(C#N)c3)cc2)[C@@H](CO)N1C(C)=O` across the screens: -11, 4, 1, 1, -0.8, -6, -25[16.7 µM]
